TEAD-YAP inh: TEAD-YAP interaction inhibition, primary screen, TEAD-YAP interaction inhibitor project, luminescence, HEK-TIYL cells | AID 1259422, 2018 | inhibition, % at 9.12 µM | 640,000 compounds, 1.4% hits | TEAD-Gal4/YAP UAS-luciferase luminescence; in the data active = inhibition above about 32%;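 also: 0% = median of test compound wells and 100% = reference inhibitor wells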
GPR151 ag: activators of human GPR151, primary screen, cell-based, PathHunter beta-arrestin, luminescence | G-protein coupled receptor 151 (Homo sapiens), Q8TDV0 | PathHunter beta-arrestin GPR151 cells | activation, % at 11.2 µM | 650,000 compounds, 1% hits | AID 1508602, 2020; in the data active = activation above about 4.9%;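 also: 0% = median of compound wells and 100% = cells with positive control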
Target sequence (Q8TDV0 whole entry, looked up): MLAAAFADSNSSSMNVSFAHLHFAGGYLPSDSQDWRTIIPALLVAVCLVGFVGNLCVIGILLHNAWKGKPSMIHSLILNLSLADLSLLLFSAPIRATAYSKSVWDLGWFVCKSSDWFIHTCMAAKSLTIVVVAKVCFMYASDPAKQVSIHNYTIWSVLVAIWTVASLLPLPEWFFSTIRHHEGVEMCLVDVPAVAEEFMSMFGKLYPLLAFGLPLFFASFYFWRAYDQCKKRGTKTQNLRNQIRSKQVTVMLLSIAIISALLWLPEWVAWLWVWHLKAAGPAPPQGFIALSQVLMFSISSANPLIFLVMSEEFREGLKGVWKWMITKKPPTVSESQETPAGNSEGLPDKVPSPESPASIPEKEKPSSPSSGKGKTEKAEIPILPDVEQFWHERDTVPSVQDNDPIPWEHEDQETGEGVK
FBW7 activator: FBW7 E3 ligase activators, primary screen, biochemical, AlphaScreen, human | normalized activity (activation), % at 26.1 µM | 650,000 compounds, 0.13% hits | AlphaScreen FBW7–phospho-cyclin E peptide binding, activator screen | F-box/WD repeat-containing protein 7 (Homo sapiens), Q969H0; in the data active = normalized activity above about 1.9%;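 also: purified mutant Fbw7 with reduced substrate affinity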
MITF inh: MITF inhibitors, primary screen, biochemical, AlphaScreen, human | Microphthalmia-associated transcription factor (Homo sapiens), O75030 | AID 1259374, 2018 | AlphaScreen MITF homodimerization, bead proximity signal | inhibition, % at 2.6 µM | 650,000 compounds, 0.91% hits; in the data active = inhibition above about 50%;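 also: 0% = vehicle wells with protein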
Target sequence (O75030 whole entry, looked up): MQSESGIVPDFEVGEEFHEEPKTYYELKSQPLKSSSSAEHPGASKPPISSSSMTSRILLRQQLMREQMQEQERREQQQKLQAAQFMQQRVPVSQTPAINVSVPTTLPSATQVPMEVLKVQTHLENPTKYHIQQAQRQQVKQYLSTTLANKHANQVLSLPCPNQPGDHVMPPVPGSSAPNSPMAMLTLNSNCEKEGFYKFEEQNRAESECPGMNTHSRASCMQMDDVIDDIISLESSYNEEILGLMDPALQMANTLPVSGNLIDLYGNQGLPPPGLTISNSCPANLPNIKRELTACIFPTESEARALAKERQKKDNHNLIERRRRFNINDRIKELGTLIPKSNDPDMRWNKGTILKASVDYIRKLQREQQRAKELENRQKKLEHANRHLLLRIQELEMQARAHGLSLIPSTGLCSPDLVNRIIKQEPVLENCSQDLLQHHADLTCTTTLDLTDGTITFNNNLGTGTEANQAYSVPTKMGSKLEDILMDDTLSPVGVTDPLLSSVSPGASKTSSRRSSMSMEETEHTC
Starred values were filed as active, the others as inactive.

SMILES	TEAD-YAP inh	GPR151 ag	FBW7 activator	MITF inh
Cc1ccc(CCNC(=O)c2nnn(-c3ccc4c(c3)OCCO4)c2N)cc1	2.2	-0.3	-0.3	-8.2
OC(c1ccc(Cl)cc1)c1nnc(-c2ccccc2)o1 (configuration not stated)	-13.4	0.6	-0.1	-2.2
CCOC(=O)c1c(NC(=O)CSc2nnc(CNC(=O)c3cccs3)n2C2CCCCC2)sc2c1CCCC2	-2.6	0.4	-0.1	-7.3
CCSc1ccccc1C(=O)Nc1ccc([N+](=O)[O-])cc1C	1.9	-0.9	0.0	6.7
CC(CCc1ccco1)NC(=O)c1cc2sc(Cl)cc2n1C (configuration not stated)	-20.7	0.0	-0.4	-8.7
O=C(CNc1ccc(Cl)cc1Br)N/N=C/c1ccc([N+](=O)[O-])cc1	5.2	2.5	0.0	-11.9
C=CC[C@@H]1CC=C[C@@H](C)N1C(=O)COc1ccc(N2CCN(c3ccccn3)CC2)nn1	12.4	1.1	-0.2	9.1
Cc1nc2cc(S(=O)(=O)NC3CCCCCCC3)ccc2s1	8.8	-0.4	0.1	2.5
COC(=O)c1ccc(NC(=O)CSc2nnc(-c3cccc(NC(C)=O)c3)n2C)cc1	11.4	1.5	0.0	-11.0
CCOC(=O)CNC(=O)CSc1nc2c(c(=O)n1Cc1ccccc1)SCC2	7.1	-0.2	0.2	-10.1
CCOC(=O)N1CCc2nc(NC(=O)CC)sc2C1	-5.6	-1.2	-0.2	8.0
Cc1ccc(S(=O)(=O)N[C@H](C(=O)OC(C)C(=O)NC(N)=O)C(C)C)cc1 (some centres not stated)	1.4	-0.5	0.0	-0.2
CCOC(=O)c1[nH]nc2c1C(=O)N(c1ccc(Cl)cc1)C2=O	7.2	0.6	-0.2	1.2
Cc1ccc(-c2csc3ncnc(SCCC(=O)O)c23)cc1	3.6	-2.3	-0.2	-3.8
Cn1cc(S(=O)(=O)CC(=O)N2CCCCCC2)c2ccccc21	-5.5	0.3	0.0	-6.0
COc1ccc(-c2[nH]nc3nc(-c4cccc(NC(C)=O)c4)ccc23)cc1OC	0.6	-0.3	0.0	14.3
O=C1CN(C(=S)NC(=O)c2ccccc2[N+](=O)[O-])CCN1	1.1	0.9	0.0	14.8
CCOc1ccc(NC(=S)NC)cc1	7.7	-0.3	0.0	13.1
COc1cccc(/C=C2N=C(/C=C/c3cccc(Cl)c3Cl)OC\2=O)c1OC	-2.0	0.9	0.0	11.2
COc1ccc(CCNC(=O)C2CCN(c3nc4ccccc4[nH]c3=O)CC2)cc1OC	-1.0	0.2	0.1	-0.8
CCOc1ccccc1NC(=O)COC(=O)[C@H](C(C)C)N1C(=O)c2ccccc2C1=O	1.7	-0.6	0.0	4.0
COc1ccc(-n2ncc3c(Nc4cc(OC)c(OC)c(OC)c4)ncnc32)cc1	-1.0	0.2	0.2	13.8
O=C(CCSc1ccccc1)Nc1ccc(I)cc1	-58.7	0.9	0.3	1.5
COc1ccc(C(=O)Nc2ccc(F)cc2F)cc1	1.2	-9.1	-0.1	-10.3
O=C1OCC(c2ccc(Cl)s2)=C1c1ccccc1[N+](=O)[O-]	11.5	0.5	0.0	7.1

Arranged by formula weight (ascending): 18 of the compounds above
SMILES	TEAD-YAP inh	GPR151 ag	FBW7 activator	MITF inh
CCOc1ccc(NC(=S)NC)cc1	7.7	-0.3	0.0	13.1
COc1ccc(C(=O)Nc2ccc(F)cc2F)cc1	1.2	-9.1	-0.1	-10.3
CCOC(=O)N1CCc2nc(NC(=O)CC)sc2C1	-5.6	-1.2	-0.2	8.0
OC(c1ccc(Cl)cc1)c1nnc(-c2ccccc2)o1 (configuration not stated)	-13.4	0.6	-0.1	-2.2
O=C1CN(C(=S)NC(=O)c2ccccc2[N+](=O)[O-])CCN1	1.1	0.9	0.0	14.8
CCOC(=O)c1[nH]nc2c1C(=O)N(c1ccc(Cl)cc1)C2=O	7.2	0.6	-0.2	1.2
O=C1OCC(c2ccc(Cl)s2)=C1c1ccccc1[N+](=O)[O-]	11.5	0.5	0.0	7.1
Cc1ccc(-c2csc3ncnc(SCCC(=O)O)c23)cc1	3.6	-2.3	-0.2	-3.8
CC(CCc1ccco1)NC(=O)c1cc2sc(Cl)cc2n1C (configuration not stated)	-20.7	0.0	-0.4	-8.7
Cc1nc2cc(S(=O)(=O)NC3CCCCCCC3)ccc2s1	8.8	-0.4	0.1	2.5
O=C(CCSc1ccccc1)Nc1ccc(I)cc1	-58.7	0.9	0.3	1.5
COc1ccc(-c2[nH]nc3nc(-c4cccc(NC(C)=O)c4)ccc23)cc1OC	0.6	-0.3	0.0	14.3
COc1cccc(/C=C2N=C(/C=C/c3cccc(Cl)c3Cl)OC\2=O)c1OC	-2.0	0.9	0.0	11.2
COc1ccc(-n2ncc3c(Nc4cc(OC)c(OC)c(OC)c4)ncnc32)cc1	-1.0	0.2	0.2	13.8
O=C(CNc1ccc(Cl)cc1Br)N/N=C/c1ccc([N+](=O)[O-])cc1	5.2	2.5	0.0	-11.9
CCOc1ccccc1NC(=O)COC(=O)[C@H](C(C)C)N1C(=O)c2ccccc2C1=O	1.7	-0.6	0.0	4.0
C=CC[C@@H]1CC=C[C@@H](C)N1C(=O)COc1ccc(N2CCN(c3ccccn3)CC2)nn1	12.4	1.1	-0.2	9.1
CCOC(=O)c1c(NC(=O)CSc2nnc(CNC(=O)c3cccs3)n2C2CCCCC2)sc2c1CCCC2	-2.6	0.4	-0.1	-7.3

Additional compounds follow:
SMILES	TEAD-YAP inh	GPR151 ag	FBW7 activator	MITF inh
CC(=O)N/C(=C\c1ccc(Cl)cc1)C(=O)NCCN1CCOCC1	-14.0	-0.4	-0.1	8.4
COc1cccc(-c2nc(C(N)=O)c3[nH]c(=O)n(-c4cccc(C)c4)c3n2)c1	7.1	-0.8	0.0	-4.2
CCN1CCN(c2c(Cl)cccc2NC(=O)c2ccccn2)CC1	-9.2	1.1	0.0	-11.4
CC(CN1CCCCC1)OC(=O)/C=C/c1ccco1 (configuration not stated)	-7.8	-0.1	-0.2	35.4
Nc1cc(=O)nc(SCC(=O)Nc2cccc(Cl)c2)n1-c1ccccc1	5.1	0.3	-0.1	-14.3
COc1ccc(S(=O)(=O)NC(C)C23CC4CC(CC(C4)C2)C3)cc1 (configuration not stated)	3.6	-0.2	-0.1	-2.5
O=S(=O)(Nc1ccc(O)c2ccccc12)c1ccccc1	10.5	-0.4	-0.1	-6.3
O=C(N/N=C/c1c(Br)sc2ccccc12)c1cc([N+](=O)[O-])cc([N+](=O)[O-])c1	7.8	2.0	0.0	2.2
CCOC(=O)Cn1c(C)cn2c3c(=O)n(C)c(=O)n(C)c3nc12	11.7	-0.4	0.5	11.9
Cc1cccc(C(=O)NNC(=O)C2CCN(C(=O)OC(C)(C)C)CC2)c1	-2.6	-0.4	0.0	2.9
O=C(Cn1cc([N+](=O)[O-])cn1)Nc1ccc(-c2noc(Cc3ccccc3)n2)cc1	5.8	4.1	0.0	-1.3
O=C(Nc1ccccc1)C1CC12CCN(C(=O)Cc1c[nH]c3ccccc13)CC2 (configuration not stated)	9.3	0.5	-0.3	-10.0
CCOC(=O)c1c(C)oc2ccc(OCc3ccc(Cl)cc3Cl)cc12	9.5	1.0	0.0	9.0
COc1ccc(C(NC(C)=O)c2cc(Cl)c3cccnc3c2O)cc1OC (configuration not stated)	4.3	0.0	-0.4	21.5
Cn1ccnc1Sc1cc(N2CCOCC2)ccc1[N+](=O)[O-]	9.7	0.3	0.3	0.9
COc1cccc(OCC(=O)NCCCN2CCOC(c3ccccc3)C2)c1 (configuration not stated)	13.8	-1.6	0.8	17.9
COc1ccc(-c2csc(NCc3ccco3)n2)cc1	-66.7	-1.0	-0.2	8.1
O=C(Nc1ccccc1C(=O)NCc1ccccc1)c1ccccc1	-11.3	-1.1	0.0	0.2
O=C(CC(=O)c1ccc([N+](=O)[O-])cc1)Nc1ccc2c(c1)OCCO2	4.2	-0.2	0.0	12.1
CN(CC(=O)Nc1ccc(F)cc1)S(=O)(=O)c1ccc2c(c1)n(C)c(=O)c(=O)n2C	-5.2	-0.3	0.0	1.3
COc1ccc(N2CCN(Cc3nc4c([nH]3)c(=O)[nH]c(=O)n4C)CC2)cc1	2.2	-1.4	-0.1	-7.8
C=CCNC(=O)/C(=C/c1ccc[nH]1)NC(=O)c1ccco1	-3.2	-0.2	0.0	2.1
Cc1ccc(NC(=O)CNCc2cccs2)cc1Br	-16.6	0.4	0.3	37.8
Cc1ccc(C(=O)CN2C(=O)C(C)(C)Oc3ccc(C(=O)N4CCOCC4)cc32)cc1	3.0	-0.4	0.0	11.2
CC1CCc2c(sc(NC(=O)C(C(C)C)N3C(=O)c4ccccc4C3=O)c2C(N)=O)C1 (configuration not stated)	3.0	-1.3	0.0	-11.5

(list continues)
SMILES	TEAD-YAP inh	GPR151 ag	FBW7 activator	MITF inh
Cn1nc(Oc2nc(Cl)nc(NC(C)(C)C)n2)ccc1=O	0.0	-1.3	0.1	14.3
CCCCOC(=O)Nc1nc2ccc(S(C)(=O)=O)cc2s1	7.0	0.7	0.1	-11.4
CCOC(=O)c1sc(NC(=O)CC(C)c2ccccc2)nc1C (configuration not stated)	8.6	0.0	0.1	22.9
Cc1c(S(=O)(=O)NC(C)c2ccccc2)c(=O)n(C)c(=O)n1C (configuration not stated)	-2.7	-1.1	0.0	-1.9
COCCOC(=O)C1=C(C)NC(C)=C(C(=O)OCCOC)C1/C=C/c1ccccc1OC	14.9	2.5	0.1	20.0
Cc1nc(N2CCCCC2)c2c(C)c(C(=O)N3CCCC3)sc2n1	-22.2	-0.9	0.1	0.8
N#Cc1ccc(-c2nc(C(N)=O)c3[nH]c(=O)n(Cc4ccccc4)c3n2)cc1	5.2	-0.5	-0.1	-17.6
COc1cccc(/C=C2\SC(=Nc3ccc(O)cc3)NC2=O)c1OC	46.1*	2.7	-0.1	3.6
Cc1ccc(NC(=O)Cn2cnc3sc(C)c(C)c3c2=O)c(C)c1	3.3	1.2	0.1	13.2
OC(COc1ccc(Br)cc1)CN1CCN(Cc2ccc3c(c2)OCO3)CC1 (configuration not stated)	11.7	-1.3	-0.1	1.1
CCOCCn1c(=O)c2c(nc3n(-c4ccc(F)cc4)c(C)c(C)n23)n(C)c1=O	-9.7	0.8	-0.1	-3.8
Cc1ccccc1-c1nsc(SCC(=O)Nc2ccc3c(c2)OCCO3)n1	1.7	0.2	-0.1	12.8
CCN(CC)CCNC(=O)c1ccc2c(=O)n(C3CCCC3)c(=S)[nH]c2c1	14.5	0.1	-0.2	12.4
O=C1C2C3CCC(C3)C2C(=O)N1c1ccc(Cl)cc1O (configuration not stated)	-2.7	-1.4	0.1	-14.2
Cc1cc(NCc2ccccc2)nc(N2CCC(N3CCOCC3)CC2)n1	-4.7	0.7	0.2	13.8
CCOC(=O)C1=C(C)N(C)C(=O)NC1c1ccc(O)cc1 (configuration not stated)	-0.3	-0.4	0.0	8.1
CCCNc1nccc(-c2c(-c3ccc(F)cc3)nc3n2[C@H](CO)[C@H](C)C3)n1	16.6	-0.2	-0.2	2.4
COCc1ccc(CN2CCCC(CNC(=O)c3ccc(-c4ccccc4)cc3)C2)o1 (configuration not stated)	1.5	-1.3	-0.1	-1.9
Nc1nc(Nc2ccncc2)cc(Nc2ccc(N3CCOCC3)cc2)n1	-11.2	1.4	-0.3	2.5
O=C(CN1C(=O)c2ccccc2C1=O)NCC(F)(F)F	0.4	1.0	0.5	0.2
OCCNc1cc(Nc2nccc3ccccc23)ncn1	-20.3	0.9	0.1	24.0
Cc1nc2ncnn2c(C)c1CCC(=O)Nc1ccc(CN2CCCC2)cc1	0.7	0.0	0.8	-3.2
COC(=O)C(Cc1ccccc1)NC(=O)c1ccccc1Br (configuration not stated)	-20.9	-0.7	0.2	0.3
COC(=O)c1ccc(/C=N/Nc2nncn2N)cc1	-20.3	0.0	-1.2	4.0
C=CCC(O)(CC=C)C(C)NC(=O)CCC1(Cc2ccc3ccccc3c2)CCC(=O)N1 (configuration not stated)	5.3	0.0	-0.1	1.7

Later entries
SMILES	TEAD-YAP inh	GPR151 ag	FBW7 activator	MITF inh
COc1cc(S(=O)(=O)NCc2ccco2)c(OC)cc1Br	7.7	-1.0	0.7	9.9
CCCOc1nc(N)c(C#N)c(-c2ccccc2F)c1C#N	-8.5	-0.1	-0.1	-10.5
O=C(Nc1ccccc1C(=O)N1CCCCC1)c1cccc(S(=O)(=O)N2CCCCC2)c1	-5.1	-0.5	-0.2	8.0
COc1ccc(Cl)cc1S(=O)(=O)N1CCN(CC(N)=O)CC1	-1.0	0.6	0.0	-3.2
COc1ccc(NC(=O)CN2C(=O)CCC2=O)c([N+](=O)[O-])c1	-1.6	-2.6	-0.2	-9.2
C=COCCNC(=O)C(=O)Nc1c(C)cc(C)cc1C	10.3	0.5	-0.1	16.9
